Compound activity: PubChem BioAssay, National Center for Advancing Translational Sciences (NCATS)
CBFb RUNX1 block: CBF-beta/RUNX1 interaction disruption; Q01196+Q13951; AlphaScreen CBFb-His/RUNX1-biotin binding, biochemical; Potency, µM (titrated, usually from 59.8 µM), inactives show at the highest dose activity, negative = inhibition, hits mostly inhibitors; 230,000 tested, under 10 active; AID 1477; further: % of control where 0% means no effect
Target sequence (Q01196 whole entry, looked up): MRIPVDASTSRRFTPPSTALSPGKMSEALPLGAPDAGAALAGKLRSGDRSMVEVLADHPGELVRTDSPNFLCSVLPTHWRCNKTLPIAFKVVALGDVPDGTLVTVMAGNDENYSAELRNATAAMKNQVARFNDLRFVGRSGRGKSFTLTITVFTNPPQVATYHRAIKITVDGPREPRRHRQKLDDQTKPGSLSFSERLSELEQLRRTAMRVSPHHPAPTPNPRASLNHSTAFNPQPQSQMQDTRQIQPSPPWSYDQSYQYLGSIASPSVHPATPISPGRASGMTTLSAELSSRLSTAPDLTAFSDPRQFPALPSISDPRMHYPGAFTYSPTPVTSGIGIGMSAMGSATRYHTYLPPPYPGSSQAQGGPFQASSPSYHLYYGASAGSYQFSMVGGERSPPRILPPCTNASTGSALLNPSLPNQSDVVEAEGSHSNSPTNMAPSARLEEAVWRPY
Target sequence (Q13951 whole entry, looked up): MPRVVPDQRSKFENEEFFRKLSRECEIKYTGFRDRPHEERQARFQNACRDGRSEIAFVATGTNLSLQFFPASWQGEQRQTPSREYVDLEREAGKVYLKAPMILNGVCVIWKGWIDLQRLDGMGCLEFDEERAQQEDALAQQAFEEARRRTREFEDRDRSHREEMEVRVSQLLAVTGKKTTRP
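AlphaScreen binding: CBFb-His and RUNX1-biotin (30 nM each) preincubated 20 min, compound added for 15 min, then nickel and streptavidin beads for 90 min, all at room temperature. Disruption of the interaction by any mechanism counts as activity.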
Lamin A splicing: changes lamin A minigene splicing in HeLa cells | AID 1487 | Potency, µM (doses to about 46.1 µM), inactives show at the top dose ratio change, negative = inhibition, hits mostly inhibitors | HeLa LMNA splicing GFP/RFP minigene ratio, 48 h | 200,000 tested, 0.01% active; active means well fitted inhibition curve with a large enough effect in the signal ratio, with a control signal flat, not every such curve was filed as active; inconclusive means small, poorly fitted or top-dose-only effect, or effect the other way, or a change in a side signal; the % refers to the signal ratio; further: potency means the concentration at half of the fitted maximal effect; on the % scale 0 is the no-effect control and ±100 the full control effect
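S3 HeLa cells stably expressing lamin A-EGFP splicing minigene plus DsRed2, 600 cells/well, 48 h compound exposure at 37C. Laser-scanning cytometry; analysed as GFP (500-530 nm)/RFP (575-640 nm) total intensity ratio; 0.5% DMSO vehicle.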
Luc counter: Kinase-Glo luciferase inhibition (counter-screen); Q27757; AID 1379; Potency, µM (series often up to 38.3 µM), without a hit: at the top dose activity change, negative = inhibition, most hits filed as inhibitors; Kinase-Glo luciferase, ATP luminescence, 8 min; 200,000 tested, 0.28% active; further: potency means the concentration at half of the fitted maximal effect; on the % scale 0 is the no-effect control and ±100 the full control effect; nearly all actives have a fitted effect of over 60% in size
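Light output from Kinase-Glo luciferase with luciferin and 10 uM ATP in 50 mM imidazole pH 7.2, KCl, MgCl2, Tween 20, BSA; compound pin-delivered, 8-min ambient incubation, then luminescence read.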
HTT ATP protect: Huntington cell model cytoprotection by ATP luminescence. PC12 HTT-Q103 induced, cytoprotection, ATP luminescence, 40 h. Potency, µM (highest dose often 56.4 µM), inactives show cytoprotection (ATP increase), most hits filed as activators. 230,000 tested, 0.14% active. AID 1471;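 further: potency means the concentration at half of the fitted maximal effect; % of control where 0% means no effect; nearly all actives have a fitted effect of over 45% in size; toxic huntingtin expression switched on by the ecdysone agonist tebufenozide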
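Compounds were screened for protection of PC12 cells against cell death after tebufenozide induction (100 nM final) of mutant Huntingtin exon 1 (Q103) fused to GFP.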
SMN2 splice up: SMN2 splice variant enhancement; HEK293 SMN2-luciferase splicing reporter, luminescence, 30-36 h; Potency, µM (series often up to 46.1 µM), without a hit: at the top dose activity change, positive = activation, most hits filed as activators; 210,000 tested, 2.8% active; AID 1458; further: potency means the concentration at half of the fitted maximal effect; % of control where 0% means no effect; nearly all actives have a fitted effect of over 55% in size
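HEK293 cells carry an SMN2 […]–luciferase reporter in which exon 7 inclusion puts luciferase in frame. Cells were plated 10-12 h before compound addition, then incubated 30-36 h at 37C. ONE-Glo luminescence was read; sodium butyrate at 4.5 mM final served as control.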
IMPase Li cell: membrane-permeable IMPase blocker, potentiated with lithium | 210,000 tested, 0.35% active | AID 1457 | Potency, µM (titrated, usually from 59.4 µM), without a hit: top-dose activity, negative = IMPase inhibition, actives largely listed as inhibitors | CHO-M1 cells, IP1 TR-FRET (IP-One), carbachol + lithium;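 further: IP1 builds up when IMPase is blocked and the TR-FRET signal falls; potency means the concentration at half of the fitted maximal effect; plate controls were basal vehicle for no effect and high inhibitor control for full effect; nearly all actives have a fitted effect of over 50% in size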
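Test compounds were applied to CHO-M1 cells previously cultured for 16–30 h at 2000 per well. A small lithium amount accompanied them; after 30 min at 37C, IP1 was quantified by TR-FRET.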
HTT aggregate: mutant huntingtin aggregation inhibition | PC12 HttQ103-GFP aggregates, Acumen cytometry, 40 h | Potency, µM (series often up to 46.1 µM), inactives show at the top dose activity change, negative = inhibition, actives largely listed as inhibitors | 220,000 tested, 1.1% active | AID 1688; further: potency means the concentration at half of the fitted maximal effect; on the % scale 0 is the no-effect control and ±100 the full control effect; nearly all actives have a fitted effect of over 60% in size
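Huntingtin Q103 exon 1–GFP aggregates in induced PC12 cells (100 nM tebufenozide) were quantified by cytometry from lysates, with compounds dosed in titration.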
An asterisk follows results filed as active; ? = inconclusive; . = no result given; & = joins results of further samples; [ ] = another dose, or the depositor's remark. Unless noted, the call rests on the fitted dose curve; in most records, active means well fitted curve in the direction sought with a large enough effect; inconclusive means small, poorly fitted or top-dose-only effect, or another doubt; inactive means no such curve, though single readings can be large; an effect the other way counts as inactive or inconclusive. This is a subset; rates above refer to the full screens.

SMILES	CBFb RUNX1 block	Lamin A splicing	Luc counter	HTT ATP protect	SMN2 splice up	IMPase Li cell	HTT aggregate
CCOC(=O)c1c(N)n(CCN2CCCCC2)c2nc3ccccc3nc12	6%	-5%	-2%	-20%	?	0%[38.3 µM]	-26%
COC1=CC(=O)O[C@@H](/C=C\c2ccccc2)C1	15%[21.7 µM]	-13%	-2%[17.1 µM]	-11%[40.3 µM]	-10%[20.6 µM]	-3%	.
O=c1[nH]c(=O)n(-c2ccc(F)cc2)c(O)c1C=Nc1ccccc1N1CCCC1	8%	11%	0%	-9%[10 µM]	0%	?	11%
FC(F)(F)c1cccc(C2=CCN(CCc3ccc4ccccc4c3)CC2)c1	10%	.	.	24%	.	.	9%
CC(=O)OC1N=C(c2ccc(Cl)cc2)c2cc(Br)ccc2NC1=O (stereo not given)	3%	-1%[0.0737 µM]	0%	-9%	-2%	-19%[38.3 µM]	12%
CCN1C(=O)/C(=C/c2ccc(N(CC)CC)cc2OC)C(=O)NC1=S	?	?	?	4%[10 µM]	-4%	175%[activator]	-4%[9.22 µM]
O=C(c1sc2ccccc2c1Cl)N1CCC2(CC1)OCCO2	14%	-15%	0%	-11%[10 µM]	4%	34%[38.3 µM]	-20%
Cc1cc[c]([Sb]2[O]C([C@H](O)[C@H](O)C(=O)O)[C@@H](CO)[O]2)cc1 (stereo not given in full)	.	.	0%[7.66 µM]	.	3%[9.22 µM]	-3%	.
O=P(Oc1ccccc1)(Oc1ccccc1)N1CCN(c2ccc(F)cc2)CC1	2%	.	.	-6%[10 µM]	.	.	-5%[9.22 µM]
O=c1c2ccccc2nc(CSc2ncnc3nc[nH]c23)n1-c1ccccc1Cl	3%	-2%	1%	2%[1.9 µM]	6%	10%	0%
CCOc1cc(/C=C2\C(=O)NC(=O)N(C)C2=O)cc([N+](=O)[O-])c1O	4%	.	.	-4%[10 µM]	.	.	9%[9.22 µM]
CCCCn1c(O)c(C=NCCCN(C)C)c(=O)[nH]c1=O	-10%	?	-3%	-4%	0%	12%[38.3 µM]	8%
CCC(=NC1CC1)c1c(O)n(C2CCCCC2)c(=O)[nH]c1=O	8%	-7%	4%	11%[10 µM]	-4%	40%[activator][38.3 µM]	2%
CC(=O)c1c(C)n(CC2CCCO2)c2ccc(O)cc12 (stereo not given)	-2%	6%	3%	0%	25%	19%[38.3 µM]	?
CCOC(=O)C1(CCc2ccccc2)CCN(Cc2ccco2)CC1	11%	.	.	-5%[10 µM]	.	12%	-8%[9.22 µM]
O=c1c2ccccc2nc(-c2cccs2)n1-c1cnccn1	0%	-1%	1%	-6%	-10%	-1%[38.3 µM]	13%
CC1=NN(c2ccccc2)C(=O)C1/C=C1\C(=O)NC(=O)N(c2ccc(C)c(C)c2)C1=O (stereo not given)	-2%	3%	-7%	6%[10 µM]	6%	8%[38.3 µM]	16%
CC1CN(c2ccc([N+](=O)[O-])c3cccnc23)CC(C)N1 (stereo not given)	-3%	-7%	-4%	-35%	-5%	9%[38.3 µM]	28%
Cc1ccc(OCC(=O)N2CCN(Cc3cccnc3)CC2)cc1	7%	0%[46 µM]	0%	-19%	-4%	6%	9%
Cn1cc[n+](C)c1P(=S)(c1ccccc1)c1ccccc1	3%	-14%[46 µM]	-3%	-6%	8%	19%	4%
NC(=O)Nc1ccc(C(=O)OCC(=O)Nc2ccc(Cl)cc2C(=O)c2ccccc2)cc1	-6%	9%	-1%	5%[10 µM]	-4%	7%	-6%
O=C1NC(=O)N(CCC2=CCCCC2)C(=O)/C1=C/c1ccc(O)cc1	?	-2%	0%	15%[10 µM]	7%	6%	3%
COC(=O)CN1CN(c2ccccc2)C2(CCN(Cc3ccc4ccccc4c3)CC2)C1=O	4%[21.7 µM]	.	1%	-12%	.	25%	.
CN(C)C(=O)Oc1cc(=O)n2c3c(cccc13)CCC2	-7%	9%	-1%	.	3%	-3%	22%
Cc1ccsc1C(=O)C1CCCN(Cc2cccc(-n3cccn3)c2)C1 (stereo not given)	5%	.	2%	-41%[inhibitor]	.	23%	-20%
CCOc1ccc(-c2cc(C)[n+](CCN3CCOCC3)c(-c3ccc(OCC)cc3)c2)cc1	2%	.	.	-23%[10 µM]	.	.	-12%[9.22 µM]
COc1cc(OC)c(OC)cc1CNC(C)C(O)c1ccccc1 (stereo not given)	2%	-5%	.	-12%	.	.	16%
COP(=O)(OC)Oc1ccc(C(O)C(Cl)(Cl)Cl)cc1 (stereo not given)	7%	.	.	7%[10 µM]	.	.	8%[9.22 µM]
CC(O)(CS(=O)(=O)c1ccccc1)C(=O)Nc1ccc(C(F)(F)F)cc1 (stereo not given)	-1%	-1%	-1%	-5%	-11%	-11%[38.3 µM]	-7%
CN1CCC(c2c[nH]c3ccc(O)cc23)CC1	-6%	-25%	-2%&2%	-14%	12%&-6%	14%&-1%&26%	.
O=C(c1ccncc1)C12CN3CN(CN(C3)C1)C2	2%	0%	4%	2%	6%	11%[38.3 µM]	?
Nc1ccc(Cl)cc1C(=O)c1ccccc1	-5%	.	.	22%	.	-9%	6%
COc1ccc(-c2cc(=Nc3cccc(C(=O)O)c3)c3cc(C)ccc3o2)cc1	-9%	2%[9.22 µM]	0%	-105%[inhibitor]	.	4%	-9%
CCCCc1nc2ccccc2c(=O)n1-c1ccccc1O	2%	-1%	-10%	4%	-11%	-7%[38.3 µM]	18%
N#CC[N+]1(CCCNP2(=O)C=C(c3ccccc3)OC(c3ccccc3)=C2)CCOCC1	7%	25%[46 µM]	1%	?	-9%	-6%	0%
Cc1ccc2c(c1)C1CN(C)CCC1N2S(=O)(=O)c1ccccc1 (stereo not given)	-1%	?	-1%	-15%	-9%	3%[38.3 µM]	6%
CCCCCl	1%[21.7 µM]	3%	.	1%	-4%	10%	5%
COc1ccc(CC2(CCc3ccncc3)C(=O)NC(=O)NC2=O)c(OC)c1	17%	?	2%	7%[10 µM]	.	1%	0%[9.22 µM]
Cc1cc(C=C2C(=O)NC(=S)NC2=O)c(C)n1C1CCCC1	3%	.	?	.	7%	12%	?
CS(=O)(=O)c1ccc([C@H](O)[C@H](CF)NC(=O)C(Cl)Cl)cc1	4%[21.7 µM]	?	-3%[17.1 µM]	?	-9%[20.6 µM]	-1%	9%[20.6 µM]
NCCc1ccc(S(=O)(=O)O)cc1[N+](=O)[O-]	.	.	-1%[7.66 µM]	-2%[10 µM]	-4%[9.22 µM]	4%	.
CCOP(=O)(OCC)C(NC(=O)c1ccc(OC)cc1)C(Cl)(Cl)Cl (stereo not given)	0%	.	.	-11%[10 µM]	.	.	-5%[9.22 µM]
CC[C@@]1(O)C(=O)OCc2c1cc1n(c2=O)-c2cc3ccccc3nc2C1	?	.	1%[39.9 µM]	-156%[inhibitor]	-51%[inhibitor]	?	.
O=Cc1cn(Cc2ccc(F)cc2Cl)c2ccccc12	-10%	?	-2%	-13%[10 µM]	-90%[inhibitor]	15%	10µM*
Nc1ccc(Cc2ccc(N)c(Cl)c2)cc1Cl	1%[21.7 µM]	.	.	7%	10%	-5%	.
N=c1ccccn1Cc1ccccc1	9%	.	1%	2%	0%	9%	-4%
CC(C)[C@@]1(NC(=O)[C@@H]2C[C@@H]3c4cccc5[nH]cc(c45)C[C@H]3N(C)C2)O[C@@]2(O)C3CCCN3C(=O)[C@H](Cc3ccccc3)N2C1=O (stereo not given in full)	?	?	0%	.	-23%	1%	.
Nc1ccc(C2(c3ccc(N)cc3)c3ccccc3-c3ccccc32)cc1	-26%	?	2%	-14%[10 µM]	?	6%	-8%
CP(C)(=O)CCC(=O)O	?	-12%	4%	5%[10 µM]	13%	17%[38.3 µM]	-15%
Cc1nc2c(c(C)nn2-c2ccccc2)c(C)c1CCC(=O)N1CCC2(CC1)OCCO2	0%	-11%	6%	0%	.	29%[38.3 µM]	-2%
COc1cc(/C=C2\C(=O)NC(=O)N(c3ccc(C)cc3)C2=O)cc(OC)c1O	-8%	.	.	16%	.	6%	4%
c1ccc(C2NCCc3[nH]cnc32)cc1 (stereo not given)	9%	.	.	-1%[10 µM]	.	.	0%[9.22 µM]

Of the compounds above, these contain a Cl atom:
SMILES	CBFb RUNX1 block	Lamin A splicing	Luc counter	HTT ATP protect	SMN2 splice up	IMPase Li cell	HTT aggregate
CC(=O)OC1N=C(c2ccc(Cl)cc2)c2cc(Br)ccc2NC1=O (stereo not given)	3%	-1%[0.0737 µM]	0%	-9%	-2%	-19%[38.3 µM]	12%
O=C(c1sc2ccccc2c1Cl)N1CCC2(CC1)OCCO2	14%	-15%	0%	-11%[10 µM]	4%	34%[38.3 µM]	-20%
O=c1c2ccccc2nc(CSc2ncnc3nc[nH]c23)n1-c1ccccc1Cl	3%	-2%	1%	2%[1.9 µM]	6%	10%	0%
NC(=O)Nc1ccc(C(=O)OCC(=O)Nc2ccc(Cl)cc2C(=O)c2ccccc2)cc1	-6%	9%	-1%	5%[10 µM]	-4%	7%	-6%
COP(=O)(OC)Oc1ccc(C(O)C(Cl)(Cl)Cl)cc1 (stereo not given)	7%	.	.	7%[10 µM]	.	.	8%[9.22 µM]
Nc1ccc(Cl)cc1C(=O)c1ccccc1	-5%	.	.	22%	.	-9%	6%
CCCCCl	1%[21.7 µM]	3%	.	1%	-4%	10%	5%
CS(=O)(=O)c1ccc([C@H](O)[C@H](CF)NC(=O)C(Cl)Cl)cc1	4%[21.7 µM]	?	-3%[17.1 µM]	?	-9%[20.6 µM]	-1%	9%[20.6 µM]
CCOP(=O)(OCC)C(NC(=O)c1ccc(OC)cc1)C(Cl)(Cl)Cl (stereo not given)	0%	.	.	-11%[10 µM]	.	.	-5%[9.22 µM]
O=Cc1cn(Cc2ccc(F)cc2Cl)c2ccccc12	-10%	?	-2%	-13%[10 µM]	-90%[inhibitor]	15%	10µM*
Nc1ccc(Cc2ccc(N)c(Cl)c2)cc1Cl	1%[21.7 µM]	.	.	7%	10%	-5%	.
